PLCb3 inh = inhibitors of human phospholipase C beta3. 0.18% of 370,000 active. inhibition, % at 12.2 µM. Purified PLC-beta3, fluorogenic substrate, fluorescence. Q01970. AID 720704; in the data active = inhibition above about 11%;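 note: 0% = median of compound wells on plate and 100% = full blocker control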
DAX1 inh-1 = inhibitors of DAX1 repression of SF-1 activated StAR promoter. HEK293T StAR-luciferase reporter, SF-1/DAX-1 repression relief. inhibition, % at 6.8 µM. 1.1% of 370,000 active. AID 652010;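 active = inhibition above the mean over all tested compounds plus 3 SD, cut at about 3.6% in these data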;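 note: 0% = DAX-1 cells with DMSO and 100% = cells lacking DAX-1 with DMSO; higher inhibition means more luminescence from relief of DAX-1 repression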
hgDAF12 agonist = agonists of H. glycines DAF-12 nuclear receptor. HEK293 GAL4-hgDAF12 UAS-luciferase reporter, agonist luminescence; normalized to butyrate control. activation, % at 6.8 µM. 1.8% of 370,000 active;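 active = activation above a cutoff set at the mean of all screened compounds plus 3 SD, cut at about 10% in these data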;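 note: 0% = DMSO wells and 100% = sodium butyrate wells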
HGIII-sPLA2 inh = Blocks human group III sPLA2 activity. QFRET BODIPY PC-A2 liposome hydrolysis, fluorescence. inhibition, % at 12.2 µM. Q9NZ20. AID 743126. 0.56% of 370,000 active;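 active = inhibition above mean plus 3 SD of compounds lying within the high and low control bounds, cut at about 19% in these data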;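 note: 0% = median of test compound wells and 100% = no enzyme DMSO wells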
DAX1 inh-2 = inhibits human nuclear receptor DAX1; P51843; HEK293 Gal4-DAX1 luciferase reporter, luminescence; inhibition, % at 6.75 µM; 0.99% of 340,000 active; AID 504766;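 active = inhibition above the mean over all tested compounds plus 3 SD, cut at about 4.2% in these data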;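 note: 0% = DAX1-transfected cells with DMSO and 100% = empty-vector control cells with DMSO; inhibition shows as a rise in luminescence from relieved DAX1 repression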
Target sequence (P51843 207-470 limits assumed): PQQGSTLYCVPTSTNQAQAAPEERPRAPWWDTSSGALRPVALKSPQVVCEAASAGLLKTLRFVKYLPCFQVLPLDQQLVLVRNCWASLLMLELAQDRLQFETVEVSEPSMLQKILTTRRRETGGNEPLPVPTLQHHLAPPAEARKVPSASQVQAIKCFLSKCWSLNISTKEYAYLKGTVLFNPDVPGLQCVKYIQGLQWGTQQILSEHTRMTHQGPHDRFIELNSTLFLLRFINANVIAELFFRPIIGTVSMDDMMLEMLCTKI
ssDAF12 agonist = S. stercoralis DAF-12 activation, primary screen; HEK293 ssDAF-12/GRIP1 lit1-tk-luc reporter, luminescence; % of 3 µM dafachronic acid response; activation, % at 6.8 µM; 1% of 370,000 active; AID 652126;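 active = activation above the mean over all tested compounds plus 3 SD, cut at about 0.9% in these data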;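 note: 0% = DMSO-only wells and 100% = 3 µM delta7-dafachronic acid wells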
ADAM10 inh = ADAM10 inhibition, QFRET primary screen | 0.62% of 370,000 active | inhibition, % at 7 µM | O14672 | recombinant ADAM10, EDANS/DABCYL FRET peptide cleavage, 3 h;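 active = inhibition above a per-campaign cutoff equal to the mean of compounds falling between control-based bounds plus 3 SD, cut at about 20% in these data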;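 note: 0% = DMSO wells while the 100% control is not disclosed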
hcDAF-12 act = H. contortus DAF-12 activation, primary screen; HEK293 hcDAF-12 lit1-tk-luc reporter, luminescence; 0% DMSO, 100% Δ7-dafachronic acid; 1.4% of 370,000 active; activation, % at 6.8 µM;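 active = activation above the mean of all tested compounds plus 3 SD, cut at about 5.5% in these data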;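 note: 100% = response to 3 µM Δ7-dafachronic acid high control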
GAA850 FXN act = increases GAA850 frataxin promoter reporter activity; 0.56% of 360,000 active; HEK293 lucGAA850 FXN promoter luciferase reporter, 24 h; percent of 10 µM SAHA response; activation, % at 6 µM;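 active = activation above the average of all compounds screened plus 3 SD, cutoff fixed separately per campaign, cut at about 7.5% in these data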;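 note: 0% = DMSO wells and 100% = 10 µM SAHA wells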
PLCg1 inh = PLC-gamma1 (human) inhibition, primary screen; purified PLC-gamma1, fluorogenic substrate, fluorescence; P19174; inhibition, % at 12.2 µM; 0.84% of 370,000 active; in the data active = inhibition above about 9.5%
ADAM17 inh = inhibits human ADAM17. AID 720648. 0.83% of 370,000 active. inhibition, % at 6.95 µM. P78536. recombinant ADAM17, EDANS/DABCYL FRET peptide cleavage;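 active = inhibition above the mean of compounds lying between control limits plus 3 SD, set per campaign, cut at about 8.5% in these data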;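 note: 0% = DMSO-only wells as the low control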
Target sequence (P78536 215-824 limits assumed): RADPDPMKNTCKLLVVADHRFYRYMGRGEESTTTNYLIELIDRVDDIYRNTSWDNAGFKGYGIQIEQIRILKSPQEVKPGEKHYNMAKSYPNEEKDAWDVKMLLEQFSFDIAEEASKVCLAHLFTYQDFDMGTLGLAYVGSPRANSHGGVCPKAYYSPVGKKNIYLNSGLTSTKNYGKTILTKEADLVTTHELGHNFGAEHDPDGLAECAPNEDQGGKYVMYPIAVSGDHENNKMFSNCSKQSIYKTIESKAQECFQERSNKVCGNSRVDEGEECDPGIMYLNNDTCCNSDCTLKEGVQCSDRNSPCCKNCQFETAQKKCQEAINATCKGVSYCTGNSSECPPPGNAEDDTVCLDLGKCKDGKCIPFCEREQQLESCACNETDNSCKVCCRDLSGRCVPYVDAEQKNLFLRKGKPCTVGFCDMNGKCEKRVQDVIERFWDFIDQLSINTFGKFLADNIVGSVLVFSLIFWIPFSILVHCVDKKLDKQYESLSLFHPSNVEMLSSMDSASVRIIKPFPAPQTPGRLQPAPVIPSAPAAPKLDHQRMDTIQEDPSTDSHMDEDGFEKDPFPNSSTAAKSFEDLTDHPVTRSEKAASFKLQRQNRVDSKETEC
Numbers without * were called inactive; x = no result given.

SMILES | PLCb3 inh | DAX1 inh-1 | hgDAF12 agonist | HGIII-sPLA2 inh | DAX1 inh-2 | ssDAF12 agonist | ADAM10 inh | hcDAF-12 act | GAA850 FXN act | PLCg1 inh | ADAM17 inh
CC(=Nc1cccc(C)c1)c1sc2ccccc2c1O | -51 | 2.0 | 14* | 4 | 3.8 | 4.0* | -6 | 15* | 5.2 | -41 | -1
COc1ccccc1NC(=S)NCC1CCC(CNC(=S)Nc2ccccc2OC)CC1 (configuration not stated) | -5 | 0.3 | -0.8 | 11 | 1.3 | -1.6 | 1 | -0.4 | 0.0 | 2 | -2
CN1C[C@@H]2[C@@H]3C(=O)N(Cc4ccccc4)C(=O)[C@@H]3[C@](Cc3ccccc3)(C1=O)N2C(=O)c1ccc(Br)cc1 | -3 | -0.1 | 0.0 | -21 | 1.0 | -1.0 | 11 | -1.1 | -0.6 | -1 | 2
C=CCNC(=S)N/N=C(\C)c1cccc(NC(C)=O)c1 | 2 | -0.5 | -1.7 | 16 | -0.2 | -1.5 | -5 | -1.2 | -0.6 | 2 | -1
CC(=O)OC(C(=O)NC1CCCCC1)c1cccc(C)c1 (configuration not stated) | -4 | -0.3 | -1.7 | 1 | 1.6 | -0.8 | -7 | -2.5 | 0.2 | 0 | -2
CC(=O)c1cccc(NC(=S)NC(=O)CC(C)(C)C)c1 | -1 | -0.1 | 1.3 | 5 | 0.8 | -0.9 | -2 | -0.6 | -0.3 | 1 | 0
Cc1cc(N=Cc2c(O)n(-c3cccc(Cl)c3)c(=O)c3ccccc23)no1 | -173 | -0.4 | -1.2 | 0 | -1.7 | -1.2 | -351 | -1.0 | -2.3 | -159 | -108
COc1ccc(NC(=O)CSc2ccccc2)c([N+](=O)[O-])c1 | 5 | 1.4 | 5.1 | -2 | 2.8 | -0.3 | 3 | 0.8 | 6.5 | -1 | -2
CC1CCCCC1NC(=O)COC(=O)c1c2c(nc3ccccc13)/C(=C/c1ccco1)CC2 (configuration not stated) | -157 | -0.1 | 0.5 | 6 | 0.6 | -1.8 | -13 | 0.3 | 2.6 | -144 | -1
CC(C)Oc1ccc(C(=O)OC(C)C(=O)NC2CCCCC2C)cc1 (configuration not stated) | -3 | -0.7 | -2.1 | -5 | -0.1 | -0.7 | 5 | -1.3 | 0.4 | -1 | -1
COc1cc(/C=C2/SC(=S)N(Cc3ccccc3)C2=O)ccc1OCC(=O)O | -12 | 0.6 | 1.1 | -42 | 0.7 | -1.4 | 5 | -0.9 | -1.5 | -5 | 2
O=C1CC(c2ccco2)CC2=C1C=Nc1ccccc1N2 (configuration not stated) | -6 | -0.3 | 0.1 | 3 | -1.6 | -1.6 | -5 | -1.6 | -0.8 | -1 | -4
Cc1cc(/C=C(\C#N)C(=O)NCc2cccs2)c(C)n1-c1ccc([N+](=O)[O-])cc1 | -2 | -0.4 | 1.5 | 3 | 0.3 | -1.7 | 2 | -0.6 | -0.6 | 1 | -5
COc1ccc(C2=NO[C@@H]3C(=O)N(c4cccc(C)c4C)C(=O)[C@H]23)cc1OC | 3 | 0.0 | 0.8 | 2 | 1.5 | -0.3 | -4 | -0.7 | -1.6 | 2 | -2
O=C(NCC(c1cccs1)N1CCOCC1)c1ccc(Cl)nc1 (configuration not stated) | -5 | -0.5 | 3.9 | 4 | -0.8 | -0.7 | -7 | 0.0 | 0.1 | -5 | -1
O=C(CCS(=O)(=O)c1ccc(Cl)cc1)OCC(=O)N1CCCCC1 | 5 | -0.2 | 1.3 | 6 | 0.4 | 0.3 | 8 | -0.4 | -0.2 | 2 | -2
COc1ccc(-n2nc(C(=O)NCC(=O)N3CCCC3)c3ccccc3c2=O)cc1Cl | -11 | 0.1 | 2.2 | 0 | -0.4 | -1.1 | -14 | -0.2 | -0.3 | 1 | 4
CC1CN(C(=O)COC(=O)c2c(Cl)cccc2Cl)CC(C)O1 (configuration not stated) | 2 | 0.7 | 0.8 | -3 | -1.9 | -1.8 | -7 | -0.1 | 0.6 | -1 | -2
O=C(/C=C/c1cc2ccccc2o1)c1ccccc1O | -6 | 0.4 | 6.1 | -10 | 2.9 | -1.0 | 2 | 1.2 | 1.4 | 1 | -2
CC(C)CCNC(=O)Cn1c2c(c(-c3ccccc3Cl)cc1=O)CCC2 | -38 | -0.8 | -0.4 | -8 | -0.6 | -1.5 | -141 | -1.1 | -0.7 | -33 | -40
COc1ccccc1NC(=O)CN1CCN(C(=O)C2CCCO2)CC1 (configuration not stated) | 2 | 0.2 | -0.7 | 2 | 1.0 | -1.1 | 4 | -0.9 | 0.7 | 0 | 1
CCC1(C)Cc2c(sc3nc(SC)nc(N)c23)CO1 (configuration not stated) | 0 | 0.7 | -3.2 | 3 | 0.4 | -1.4 | -9 | -2.5 | 1.9 | -2 | -7
Cc1cccc(C(=O)NCCc2nnc(SCC(=O)Nc3nc(C)cs3)n2C)c1 | 4 | 0.2 | 4.0 | -1 | 1.1 | -0.6 | 4 | -0.5 | -0.9 | -1 | 2
CC(=O)c1ccc(S(=O)(=O)NCCc2csc(-c3cccnc3)n2)cc1 | -5 | -1.6 | -0.1 | 2 | -0.4 | -0.8 | -13 | -3.9 | 1.2 | -1 | 1
O=C(NCCN1CCCC1)c1ccc(Cn2c(=S)[nH]c3ccc(Br)cc3c2=O)cc1 | -8 | 1.6 | -0.4 | 7 | -0.4 | -1.4 | -3 | -0.3 | 3.5 | 5 | -1

Shown as tab-separated lines: entries from further up.
SMILES	PLCb3 inh	DAX1 inh-1	hgDAF12 agonist	HGIII-sPLA2 inh	DAX1 inh-2	ssDAF12 agonist	ADAM10 inh	hcDAF-12 act	GAA850 FXN act	PLCg1 inh	ADAM17 inh
O=C(NCC(c1cccs1)N1CCOCC1)c1ccc(Cl)nc1 (configuration not stated)	-5	-0.5	3.9	4	-0.8	-0.7	-7	0.0	0.1	-5	-1
O=C(CCS(=O)(=O)c1ccc(Cl)cc1)OCC(=O)N1CCCCC1	5	-0.2	1.3	6	0.4	0.3	8	-0.4	-0.2	2	-2
COc1ccc(-n2nc(C(=O)NCC(=O)N3CCCC3)c3ccccc3c2=O)cc1Cl	-11	0.1	2.2	0	-0.4	-1.1	-14	-0.2	-0.3	1	4
CC1CN(C(=O)COC(=O)c2c(Cl)cccc2Cl)CC(C)O1 (configuration not stated)	2	0.7	0.8	-3	-1.9	-1.8	-7	-0.1	0.6	-1	-2
O=C(/C=C/c1cc2ccccc2o1)c1ccccc1O	-6	0.4	6.1	-10	2.9	-1.0	2	1.2	1.4	1	-2
CC(C)CCNC(=O)Cn1c2c(c(-c3ccccc3Cl)cc1=O)CCC2	-38	-0.8	-0.4	-8	-0.6	-1.5	-141	-1.1	-0.7	-33	-40

(more compounds)
SMILES | PLCb3 inh | DAX1 inh-1 | hgDAF12 agonist | HGIII-sPLA2 inh | DAX1 inh-2 | ssDAF12 agonist | ADAM10 inh | hcDAF-12 act | GAA850 FXN act | PLCg1 inh | ADAM17 inh
CCC1CCc2c(sc(NC(=O)c3cnccn3)c2C(N)=O)C1 (configuration not stated) | -9 | -0.3 | -1.1 | 0 | 1.4 | -1.7 | -1 | 0.8 | 1.9 | -3 | -6
CN(CC(=O)Nc1cccc(F)c1)C(=O)c1ccc(-n2cncn2)c([N+](=O)[O-])c1 | -7 | -1.0 | -0.9 | 5 | 0.6 | -1.3 | -6 | -1.2 | -0.3 | -3 | -4
Cc1ccnc(NC(c2ccccc2)c2ccc3cccnc3c2O)c1 (configuration not stated) | -11 | -3.9 | -9.8 | 16 | -2.1 | -1.5 | 11 | 0.1 | -3.4 | -8 | -2
Cc1oc(-c2ccccc2Cl)nc1CN1CCCN(C(=O)c2ccco2)CC1 | -4 | -0.9 | -0.8 | 2 | -1.1 | -1.5 | 9 | 1.0 | 0.5 | -1 | -4
Cc1[nH]c2ccccc2c1N=Nc1ccccc1C(=O)O | -90 | 0.7 | 0.8 | -13 | 0.1 | 0.3 | -108 | 5.5 | 2.5 | -78 | -28
Cc1cc2c(cc1C)-n1nnnc1C(N1CCN(c3ccccn3)CC1)C(c1ccc3c(c1)OCO3)=N2 (configuration not stated) | -15 | 0.8 | 7.8 | -3 | x | 0.3 | -31 | 6.3* | x | -15 | -9
Cn1c(=O)c2c(nc3n2CC(O)CN3c2ccccc2)n(C)c1=O (configuration not stated) | -2 | 0.3 | -0.2 | 2 | 1.2 | -0.8 | -4 | -0.8 | 0.5 | 1 | -2
COc1ccc(-c2nn(-c3ccccc3)cc2C(=O)Nc2ccc(C(=O)O)cc2)cc1OC | -10 | 0.2 | -0.8 | -8 | 2.9 | -0.1 | -2 | -0.3 | -0.2 | 0 | -2
COc1cc(NC(=O)C/C(C)=N/NC(=O)c2cccc(O)c2)c(OC)cc1Cl | 0 | 1.1 | 12* | -37 | 2.5 | -0.2 | 7 | 6.1* | 0.5 | 1 | 4
CN(C)CCCN(C(=O)c1ccco1)c1nc2ccc(Cl)cc2s1 | -5 | 0.8 | 0.7 | -8 | 1.6 | -1.6 | 4 | -1.7 | 4.5 | 0 | 0
O=C(CN1C(=O)NC2(CCCC2)C1=O)OCc1ccc(Br)cc1 | 0 | 0.8 | -0.4 | -4 | -0.6 | -0.5 | 5 | -0.9 | 0.6 | 4 | -5
CCOC(=O)c1c(CN2CCN(CC#N)CC2)n(C)c2cc(Br)c(OC)cc12 | 4 | 0.0 | -1.9 | 0 | 0.6 | -1.2 | 5 | -1.3 | 2.9 | 0 | 1
COc1cccc(-c2nn(C)c3sc(C(=O)N4CCN(c5ccccc5)CC4)cc23)c1 | -8 | 0.0 | -0.1 | 5 | -1.0 | -1.0 | -5 | 2.8 | -0.5 | -9 | -7
CNC(=O)Cc1nc2ccccc2n1CC(=O)Nc1cc(C)cc(C)c1 | -9 | -0.2 | -2.0 | -12 | -0.3 | -0.8 | -10 | -1.0 | 2.2 | -5 | -3
O=C(CCc1ccccc1)N[C@H]1[C@H](OC(=O)c2cnccn2)CCC[C@]12C(=O)N(Cc1ccccc1)c1ccccc12 | -4 | 0.4 | -0.8 | 11 | x | -1.1 | -4 | -0.4 | x | 2 | -1
O=C(CC(CC(=O)c1ccccc1)c1ccccc1)c1ccccc1 | -2 | -0.4 | 0.7 | -5 | -0.8 | -1.7 | 2 | -2.6 | 0.2 | -1 | 2
O=C(OCCN1CCN(C2CN(Cc3cn(Cc4ccc([N+](=O)[O-])cc4)nn3)S(=O)(=O)C2)CC1)c1cc2ccccc2o1 (configuration not stated) | 2 | -0.7 | -1.7 | 2 | x | -1.0 | 1 | 0.9 | x | 1 | -3
CC(C)(O)c1cc2ccc(C#Cc3ccsc3)cc2c(=O)o1 | -55 | 0.2 | 2.5 | -15 | -0.3 | -1.5 | -289 | -0.4 | 2.8 | -38 | -78
CCOC(=O)c1c(C)[nH]c(C)c1S(=O)(=O)NCc1ccc(OCC)cc1 | -5 | 0.3 | 2.5 | -8 | -0.2 | -1.2 | -4 | -0.7 | -0.1 | 0 | 0
